RPL19A TOR yeast: yeast TOR pathway RPL19A-GFP modulation; 0.3% of 330,000 active; percent response vs DMSO, % at 10 µM; AID 2025; S. cerevisiae RPL19A-GFP strain, flow cytometry, 3 h; hits give low values;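 active means percent response vs DMSO below 50%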;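 further: median channel GFP fluorescence of the barcoded RPL19A-GFP strain; ratio of sample median GFP to plate DMSO average so 100% = DMSO; lower means less RPL19A-GFP as with rapamycin TOR inhibition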
AGP1-GFP MLPCN: modulators of TOR pathway AGP1-GFP in S. cerevisiae; S. cerevisiae AGP1-GFP multiplex flow cytometry, 3 h; GFP as percent of DMSO wells; GFP response vs DMSO, % at 10 µM; 0.02% of 320,000 active; AID 2066;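 active means GFP response relative to DMSO above a set limit, near screen average plus 3 SD, cut at about 150% in these data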;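 further: median GFP channel fluorescence of the gated AGP1 strain per well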
LAP4 TOR yeast: yeast TOR pathway LAP4-GFP modulation; S. cerevisiae LAP4-GFP multiplex, flow cytometry GFP, 3 h; median GFP as percent of DMSO wells; GFP response vs DMSO, % at 10 µM; 0.34% of 320,000 active; AID 2023;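 active means GFP response vs DMSO above a set limit, about the screen mean plus 3 SD, cut at about 150% in these data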
Yeast superoxide: lowers age-related superoxide in aged yeast cells | 0.18% of 330,000 active | AID 2690 | superoxide response (% of plate mean), % at 10 µM | S. cerevisiae aged cells, superoxide DHE fluorescence; hits give low values;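 active means superoxide response under a set limit, about three screen SD below normal, cut at about 65% in these data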;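 further: yeast aged for seven days with compound at 30 °C before DHE staining; 100% = average MFI of all compound-treated wells on the plate with controls excluded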
MEP2-GFP yeast: modulators of TOR pathway MEP2-GFP in S. cerevisiae | S. cerevisiae MEP2-GFP strain, flow cytometry GFP, 3 h; 100% = DMSO control level | GFP response vs DMSO, % at 10 µM | 0.51% of 330,000 active | AID 2016;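 active means GFP response versus DMSO above a set limit, roughly screen mean plus 3 SD, cut at about 180% in these data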;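 further: median GFP fluorescence of the barcode-gated MEP2-GFP cells per well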
AHR activator: activates the human aryl hydrocarbon receptor | P35869 | AHR-responsive luciferase reporter cells, luminescence | activation, % at 5 µM | 2.5% of 320,000 active | AID 2796; in the data active means activation above about 47%;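 further: 0% = vehicle wells and 100% = reference agonist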
Target sequence (P35869 whole entry, looked up): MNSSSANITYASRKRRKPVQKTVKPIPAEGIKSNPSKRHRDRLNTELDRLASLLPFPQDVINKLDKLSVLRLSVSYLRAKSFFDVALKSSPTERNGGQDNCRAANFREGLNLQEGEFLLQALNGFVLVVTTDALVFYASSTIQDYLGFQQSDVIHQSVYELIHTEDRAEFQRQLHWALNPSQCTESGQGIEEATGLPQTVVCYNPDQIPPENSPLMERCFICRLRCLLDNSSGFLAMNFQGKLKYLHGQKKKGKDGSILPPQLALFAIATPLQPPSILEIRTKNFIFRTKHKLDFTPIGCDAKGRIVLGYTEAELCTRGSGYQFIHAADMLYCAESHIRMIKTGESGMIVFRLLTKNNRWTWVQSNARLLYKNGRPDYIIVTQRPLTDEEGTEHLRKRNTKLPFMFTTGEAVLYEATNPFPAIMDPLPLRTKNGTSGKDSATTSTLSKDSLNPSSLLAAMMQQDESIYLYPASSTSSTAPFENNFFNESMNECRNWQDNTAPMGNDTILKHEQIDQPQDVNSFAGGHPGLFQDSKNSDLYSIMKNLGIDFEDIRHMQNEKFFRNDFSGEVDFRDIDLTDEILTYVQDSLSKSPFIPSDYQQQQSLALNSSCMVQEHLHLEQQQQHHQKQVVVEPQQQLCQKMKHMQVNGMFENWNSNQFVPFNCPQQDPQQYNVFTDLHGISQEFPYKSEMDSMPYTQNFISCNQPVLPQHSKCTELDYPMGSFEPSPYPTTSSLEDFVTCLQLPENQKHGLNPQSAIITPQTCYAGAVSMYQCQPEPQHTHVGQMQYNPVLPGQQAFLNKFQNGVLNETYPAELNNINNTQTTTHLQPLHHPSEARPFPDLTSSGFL
CIT2-GFP yeast: alters CIT2-GFP fluorescence in TOR pathway yeast screen; S. cerevisiae CIT2-GFP strain, flow cytometry, 3 h; 100 means same as DMSO wells; GFP response vs DMSO, % at 10 µM; 0.065% of 320,000 active; AID 2029;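 active means GFP response relative to DMSO above a set limit, near the screen mean plus 3 SD, cut at about 150% in these data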;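 further: ratio of well median GFP fluorescence to mean of DMSO wells on the plate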
Efflux pump mplx: blocks antifungal efflux pumps in multiplex yeast assay | S. cerevisiae Candida pump triplex, Nile Red efflux | inhibition, % at 10 µM | 0.44% of 330,000 active;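 active means plate passing quality check with inhibition over a set limit, or well fluorescence over plate mean plus 4 SD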;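 further: Nile Red retained in pooled yeast measured as flow cytometry median fluorescence; 0% = buffer negative control and 100% = Enniatin B positive control; higher means more Nile Red kept so more efflux inhibition; some compounds called inactive have numbers as strong as hits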
An asterisk follows results filed as active.

Values run as follows: RPL19A TOR yeast	AGP1-GFP MLPCN	LAP4 TOR yeast	Yeast superoxide	MEP2-GFP yeast	AHR activator	CIT2-GFP yeast	Efflux pump mplx
> COc1cccc(CC(NC(C)=O)C(=O)NC2CCN(c3nc(C)cc(C)c3C#N)CC2)c1 (stereo not drawn)
 : 101	100	103	99	112	15	108	-0.1
> Cc1cc(C)c(C)c(C(=O)c2ccccc2C(=O)O)c1C
 : 101	99	99	129	102	-1	96	0.0
> COCC(C)NC(=O)/C(=C/c1ccccc1)c1ccccc1 (stereo not drawn)
 : 103	103	92	79	108	3	103	0.0
> COc1ccc(C(=O)NCC(=O)OCc2ccccc2F)cc1
 : 101	105	96	94	97	1	89	0.1
> COC(=O)C(CC(C)C)NC(=O)c1ccc([N+](=O)[O-])cc1 (stereo not drawn)
 : 97	99	104	104	101	-2	89	-0.1
> Cc1cc(/C=C2\C(=N)N3N=C(C(C)C)SC3=NC2=O)c(C)n1-c1ccccc1
 : 98	102	100	94	102	5	103	-0.1
> CC1(C(=O)Oc2ccccc2)Cc2ccccc2C(=O)O1 (stereo not drawn)
 : 93	97	105	96	94	1	86	0.0
> COc1ccc(Br)cc1/C=C(\C(=O)O)c1ccc(S(=O)(=O)N2CCCCC2)s1
 : 97	93	96	100	103	2	91	0.2
> c1ccc(OCc2nnc3n2CCCCC3)cc1
 : 100	92	96	81	105	0	96	-0.1
> O=C(CSc1nc(-c2ccco2)cc(C(F)(F)F)n1)NCCCn1ccnc1
 : 99	93	84	103	84	10	97	0.1
> CC(C)C(NC(N)=O)C(=O)NC1CCCCC1 (stereo not drawn)
 : 106	95	95	131	106	2	94	0.3
> C=CCOC(=O)c1ccc(N2CCN(c3ccccc3)CC2)nc1
 : 99	90	94	101	104	1	99	0.2
> C[C@@H]1C[C@H]2[C@@H]3CCC4=CC(=O)C=C[C@]4(C)[C@@]3(F)[C@@H](O)C[C@]2(C)[C@H]1C(=O)CO
 : 100	95	100	113	92	12	95	0.1
> COc1ccccc1N1CCN(C(=O)C2CCN(S(=O)(=O)c3ccc(Cl)cc3)CC2)CC1
 : 104	110	108	98	110	-1	110	-0.2
> CC(/C=N/NC(=O)Cc1cccn1C)=C\c1ccco1
 : 101	102	106	112	105	2	100	0.2
> C#CCOCCOCCOCCNc1nc(N2CCN(C(=O)[C@H](CCCCN)n3cc(C(N)CO)nn3)CC2)nc(N2CCN(C(=O)[C@H](CCC(=O)O)n3cc(C(N)[C@H](C)CC)nn3)CC2)n1 (stereo partly drawn)
 : 108	102	116	99	97	6	113	0.0
> CCOC(=O)C1=C(C)NC(C)=C(C(=O)OCC)C1c1nc2ccccc2[nH]1
 : 95	101	95	109	92	-2	97	-0.1
> Cc1ccc(C2CC(c3cccc(NS(C)(=O)=O)c3)=NN2S(C)(=O)=O)cc1 (stereo not drawn)
 : 103	102	91	79	103	8	104	-0.1
> COCCN(CCOC)c1nc(-c2ccc(C)cc2)nc2ccccc12
 : 102	92	90	92	104	32	101	0.2
> Cc1ccc(CNS(=O)(=O)c2c(C)[nH]c(C)c2C(=O)N2CCCCC2)o1
 : 97	98	93	97	97	-1	101	0.0
> Cc1ccc(-c2nc(CS(=O)CC(=O)NC(C)CCc3ccccc3)c(C)o2)cc1 (stereo not drawn)
 : 96	94	92	120	100	1	92	0.1
> Cc1nnc(SCC(=O)Nc2ncc3c(n2)CC(c2ccccc2)CC3=O)s1 (stereo not drawn)
 : 96	101	91	100	90	-2	94	0.1
> Cc1ccc(S(=O)(=O)N2CCN(CC(=O)N/N=C/C=C/c3ccccc3)CC2)cc1
 : 92	90	86	97	96	0	90	0.2
> O=C(NCCN1CCCC1)c1ccccc1Cl
 : 103	104	88	107	103	5	107	0.1
> CCOc1ccccc1/C=C(/NC(=O)c1ccccc1)C(=O)NCC(=O)O
 : 98	96	91	103	110	18	101	-0.5
> Cc1ccnc(N2CCC(C(=O)Nc3nnc(C)s3)CC2)n1
 : 100	102	96	85	101	1	95	0.1
> CS/C(=C/[N+](=O)[O-])Nc1cccc2c1C(C)CC2(C)C (stereo not drawn)
 : 101	91	101	73	103	1	94	0.2
> CSc1cccc(NC(C)C(=O)NCc2ccccc2)c1 (stereo not drawn)
 : 103	104	98	108	107	3	112	-0.2
> O=C(NC(=S)Nc1ccc(Cl)c(C(=O)O)c1)c1cncc(Br)c1
 : 104	97	90	94	105	1	103	0.2
> CC(C)C(=O)N1CCN(c2ccccc2NC(=O)COc2ccccc2)CC1
 : 104	85	103	105	105	7	86	-0.1
> CN(C)CCCN(C(=O)c1ccc(S(=O)(=O)N(C)C2CCCCC2)cc1)c1nc2ccc(Br)cc2s1
 : 108	98	85	100	102	-10	97	0.1
> CC1CC(C)CN(CCCNC(=O)CN2C(=O)c3cccnc3Oc3ccccc32)C1 (stereo not drawn)
 : 99	90	106	97	99	3	96	-0.1
> CCN(CC)CCCNC(=O)Cn1nc(-c2ccccc2)ccc1=O
 : 101	115	107	97	102	1	111	-0.2
> Cc1c(-c2ccc(Br)cc2)[n+](=O)c2c(n1[O-])CCCC2
 : 108	110	105	120	108	0	103	0.0
> CC(=O)NCCc1nc2cc(NC(=O)c3ccccc3C)ccc2n1C
 : 96	96	97	104	110	3	101	-0.1
> CN(Cc1ccccc1)C(=O)c1ncn(Cc2ccccc2)c1C(=O)N(C)Cc1ccccc1
 : 96	99	92	95	98	-3	99	0.2
> CN(C)c1ncc(CN2CCC(C(=O)Nc3ccc(-n4cccn4)cc3)CC2)s1
 : 118	110	84	100	100	-1	114	-0.1
> Cn1c(COc2ccc3ccccc3c2)nnc1SCC(N)=O
 : 97	96	94	94	97	1	97	0.0
> COc1ccc(/C=C(/NC(=O)c2ccc(Br)cc2)C(=O)N2CCOCC2)cc1
 : 103	104	108	114	108	-2	104	-0.1
> O=C(NN1CCCCC1)c1ccc(COc2ccc(Cl)cc2)cc1
 : 104	97	89	108	100	-1	98	0.1
> Cc1ccc(C)c(NC(=O)CN(C)C(=O)c2ccc(-n3cncn3)c([N+](=O)[O-])c2)c1
 : 95	108	104	102	99	-1	97	0.0
> O=C(O)CCCCCCCCCCP(=O)(c1ccccc1)c1ccccc1
 : 96	81	102	106	104	-1	91	0.0
> CSc1ccccc1OCc1cc(C(=O)N(C)C(C)c2nc(C)cs2)no1 (stereo not drawn)
 : 105	99	100	108	98	-1	93	0.0
> O=c1cc(/N=C/c2coc3cc(Br)ccc3c2=O)[nH]c(=S)[nH]1
 : 97	100	96	122	96	6	95	0.0
> O=C(NCCCO)c1c(O)c2cccc3c2n(c1=O)CCC3
 : 105	102	90	117	95	4	94	0.0
> CC(=O)N1c2ccc(S(=O)(=O)N3CCC(C(=O)N4CC(C)CC(C)C4)CC3)cc2CC1C (stereo not drawn)
 : 102	103	101	111	96	4	101	0.1
> CN(Cc1ccccn1)C(=O)C1CCC(=O)N(Cc2cccc(C(F)(F)F)c2)C1 (stereo not drawn)
 : 101	97	92	105	101	-1	97	0.0
> Clc1cccc(-c2cc3nc4c(c(N5CCN(c6cnccn6)CC5)n3n2)CCCC4)c1
 : 104	97	114	96	113	26	108	0.3
> O=C(NNC(=O)c1cc(-c2ccncc2)nc2ccccc12)Nc1ccc(F)cc1
 : 101	96	92	125	94	-3	100	-0.7
> Cc1ccccc1NC(=S)NC1CCN(Cc2ccccc2)CC1
 : 108	106	102	92	102	0	108	-0.2
> CCn1nc(C(=O)N2CCN(Cc3ccc4c(c3)OCO4)CC2)c2ccccc2c1=O
 : 99	97	112	104	109	1	107	0.1
> CC(C)(C)C1CCC(=NNC(=O)c2ccccc2-n2cccc2)CC1 (stereo not drawn)
 : 103	105	100	117	102	70*	103	-0.4
> COc1ccc(CNc2nc3c(c(=O)[nH]c(=O)n3C)n2Cc2ccccc2C)cc1
 : 99	103	108	99	103	1	100	0.0
> c1cc(CNCCCN2CCOCC2)ccn1
 : 101	105	99	119	100	2	96	-0.1
> CC1(c2ccc3noc(-c4cccc(F)c4)c3c2)OCCO1
 : 98	112	103	99	95	20	117	-0.2
> COc1ccc(NC(=S)c2ccncc2)cc1
 : 101	96	92	116	97	8	98	0.2
> Cc1ccccc1NC(=O)CN1C(=O)NC(C)(CCc2ccccc2)C1=O (stereo not drawn)
 : 94	93	97	100	96	2	89	0.1
> CCCc1cc(C(=O)Nc2cc(C)on2)no1
 : 105	99	119	102	103	1	102	-0.2
> COCCNC(=O)[C@H]1N2C(=O)c3ccccc3C2SC1(C)C (stereo partly drawn)
 : 99	102	109	116	100	-1	92	0.5
> COc1ccc(F)cc1S(=O)(=O)Nc1ccc2c(c1)OCCO2
 : 101	105	106	98	100	2	101	-0.2

Further compounds:
Values run as follows: RPL19A TOR yeast	AGP1-GFP MLPCN	LAP4 TOR yeast	Yeast superoxide	MEP2-GFP yeast	AHR activator	CIT2-GFP yeast	Efflux pump mplx
> COc1ccc(C(=O)/C=C(\N)C(F)(F)F)c(O)c1
 : 105	109	120	109	108	3	110	0.1
> Cc1cccc(C(=O)NCCC(=O)Nc2ccc(F)c([N+](=O)[O-])c2)c1
 : 97	96	95	96	108	0	96	-0.1
> CC(C)CCNC(=O)c1c[nH]c2ccc(S(=O)(=O)N3CCOCC3)cc2c1=O
 : 99	96	97	98	94	17	95	0.1
> O=C(NCCNC(=O)c1cccnc1)c1ccc(Br)cc1
 : 106	101	98	100	109	3	109	0.0
> CC12CCC(C(=O)N(c3ccc(Cl)cc3)C1=O)C2(C)C (stereo not drawn)
 : 102	98	97	84	101	1	88	0.5

As a short view, some entries already given.
Values run as follows: RPL19A TOR yeast	AGP1-GFP MLPCN	LAP4 TOR yeast	Yeast superoxide	MEP2-GFP yeast	AHR activator	CIT2-GFP yeast	Efflux pump mplx
> O=C(NNC(=O)c1cc(-c2ccncc2)nc2ccccc12)Nc1ccc(F)cc1
 : 101	96	92	125	94	-3	100	-0.7
> Cc1ccccc1NC(=S)NC1CCN(Cc2ccccc2)CC1
 : 108	106	102	92	102	0	108	-0.2
> CCn1nc(C(=O)N2CCN(Cc3ccc4c(c3)OCO4)CC2)c2ccccc2c1=O
 : 99	97	112	104	109	1	107	0.1
> CC(C)(C)C1CCC(=NNC(=O)c2ccccc2-n2cccc2)CC1 (stereo not drawn)
 : 103	105	100	117	102	70*	103	-0.4
> COc1ccc(CNc2nc3c(c(=O)[nH]c(=O)n3C)n2Cc2ccccc2C)cc1
 : 99	103	108	99	103	1	100	0.0
> c1cc(CNCCCN2CCOCC2)ccn1
 : 101	105	99	119	100	2	96	-0.1
> CC1(c2ccc3noc(-c4cccc(F)c4)c3c2)OCCO1
 : 98	112	103	99	95	20	117	-0.2
> COc1ccc(NC(=S)c2ccncc2)cc1
 : 101	96	92	116	97	8	98	0.2
> Cc1ccccc1NC(=O)CN1C(=O)NC(C)(CCc2ccccc2)C1=O (stereo not drawn)
 : 94	93	97	100	96	2	89	0.1
> CCCc1cc(C(=O)Nc2cc(C)on2)no1
 : 105	99	119	102	103	1	102	-0.2
> COCCNC(=O)[C@H]1N2C(=O)c3ccccc3C2SC1(C)C (stereo partly drawn)
 : 99	102	109	116	100	-1	92	0.5
> COc1ccc(F)cc1S(=O)(=O)Nc1ccc2c(c1)OCCO2
 : 101	105	106	98	100	2	101	-0.2
> COc1ccc(C(=O)/C=C(\N)C(F)(F)F)c(O)c1
 : 105	109	120	109	108	3	110	0.1
> Cc1cccc(C(=O)NCCC(=O)Nc2ccc(F)c([N+](=O)[O-])c2)c1
 : 97	96	95	96	108	0	96	-0.1

Bioassay records as filed in PubChem.
